Assay outcomes as filed in PubChem BioAssay.
B2AR arrestin ag = beta-arrestin recruitment by human beta2-adrenergic receptor ligands; Potency, µM (highest dose often 46.1 µM), for inactives: top-dose activation, hits mostly activators; P07550; 44,000 tested, under 10 active; HTLA Tango cells, beta-arrestin recruitment, luciferase luminescence, 18 h;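 further: potency means the concentration at half of the fitted maximal effect; 0% = DMSO and full agonism = EC100 isoproterenol or metaproterenol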
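Ligand-induced beta-arrestin recruitment to recombinant beta2-AR is measured via a tTA-driven luciferase reporter in Tango cells after 18 hr compound exposure at 37 degrees C. Concentrations span up to 46 microM.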
TSG101-PTAP inh = blocks PTAP binding to human TSG101, validation. Fluorescence polarization, FITC-PTAP peptide/Tsg101, 20 min. Potency, µM (top dose mostly 115 µM), for inactives: at the top dose activity change, negative = inhibition, most hits filed as inhibitors. 44,000 tested, under 10 active. AID 1347069; further: potency means the concentration at half of the fitted maximal effect; 0% is about no effect
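Fluorescence polarization: Tsg101 binding domain (10 uM final) in 10 mM HEPES pH 7.5, 0.15 M NaCl, 0.01% Tween 20, 3 mM EDTA, 0.1 mM TCEP; compounds pinned; FITC-PTAP peptide 50 nM final; 20 min, r.t.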
GALK inh = inhibits human galactokinase; P51570; recombinant GALK, Kinase-Glo ATP luminescence, 1 h; 44,000 tested, under 10 active; Potency, µM (top dose mostly 57.5 µM), for inactives: at the highest dose activity, negative = inhibition, hits mostly inhibitors;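 further: plate controls were full GALK reaction for no effect and reaction lacking GALK for full effect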
Target sequence (P51570 whole entry, looked up): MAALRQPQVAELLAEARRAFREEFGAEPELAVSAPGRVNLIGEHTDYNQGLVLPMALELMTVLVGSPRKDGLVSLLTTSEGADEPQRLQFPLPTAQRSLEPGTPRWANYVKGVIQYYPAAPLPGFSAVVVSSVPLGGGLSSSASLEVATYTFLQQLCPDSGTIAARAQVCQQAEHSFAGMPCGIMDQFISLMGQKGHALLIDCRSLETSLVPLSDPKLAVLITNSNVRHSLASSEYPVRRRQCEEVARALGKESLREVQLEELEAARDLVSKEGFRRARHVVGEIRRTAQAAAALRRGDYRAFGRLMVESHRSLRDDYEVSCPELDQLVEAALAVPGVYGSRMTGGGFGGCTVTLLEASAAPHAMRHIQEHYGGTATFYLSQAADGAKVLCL
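Luminescent ATP-depletion readout (Kinase-Glo Plus, 10 min) after 1 h RT reaction of 5 nM GALK, 35 uM ATP, 100 uM galactose, pH 8.0 HEPES buffer. Decreased kinase activity scored as inhibition.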
FH mod = Identification of activators of human fumarate hydratase by quantitative high-throughput screening. Fumarate hydratase, mitochondrial (Homo sapiens), P07954. FH coupled MDH/diaphorase resazurin fluorescence, 15 min. Potency, µM (top dose mostly 79.9 µM), inactives show at the highest dose activity change, negative = inhibition, most hits filed as inhibitors. hit rate 0.22% among 54,000. AID 1347055, 2019; further: potency means the concentration at half of the fitted maximal effect; on the % scale 0 is the no-effect control and ±100 the full control effect; the screen sought activators but most active calls are inhibition curves; nearly all actives have a fitted effect of over 45% in size
Target sequence (P07954 whole entry, looked up): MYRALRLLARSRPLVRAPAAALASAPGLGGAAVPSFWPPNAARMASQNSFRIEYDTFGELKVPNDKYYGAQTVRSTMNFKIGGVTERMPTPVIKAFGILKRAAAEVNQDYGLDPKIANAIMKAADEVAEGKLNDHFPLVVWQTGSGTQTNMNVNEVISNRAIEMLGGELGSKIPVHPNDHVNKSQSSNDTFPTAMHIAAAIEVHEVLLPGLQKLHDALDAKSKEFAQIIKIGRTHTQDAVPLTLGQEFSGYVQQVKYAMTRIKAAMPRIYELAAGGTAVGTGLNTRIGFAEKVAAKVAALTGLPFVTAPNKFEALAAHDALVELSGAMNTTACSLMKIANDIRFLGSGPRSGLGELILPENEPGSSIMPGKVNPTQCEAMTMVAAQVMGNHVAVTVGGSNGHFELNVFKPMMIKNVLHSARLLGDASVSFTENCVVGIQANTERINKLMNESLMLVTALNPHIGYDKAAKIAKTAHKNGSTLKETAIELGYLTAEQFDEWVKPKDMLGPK
p53null 32C kill = selectivity test: cytotoxicity in p53 null cells, permissive temperature | H1299-neo p53 null cells, ATP luminescence, 24 h, 32C | Potency, µM (top dose mostly 46.1 µM), for inactives: top-dose activity change, negative = cytotoxicity, hits mostly cytotoxic | hit rate 0.62% among 55,000 | AID 903;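 further: potency means the concentration at half of the fitted maximal effect; 0% = DMSO only and -100% = full killing by 100 µM tamoxifen; nearly all actives have a fitted effect of over 55% in size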
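We seeded p53-null H1299-neo cells, incubated them overnight at 37C, and added compounds across a range up to 46 uM. After 24 hours at 32C, ATP reagent was applied for 20 min at room temperature and luminescence recorded.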
p53null 39C kill = p53 null cell cytotoxicity, nonpermissive temperature. H1299 p53-null (neo) cells, 39C, ATPlite viability, 24 h. Potency, µM (top dose mostly 46.1 µM), for the others: at the top dose activity, negative = cell killing, actives largely listed as cytotoxic. hit rate 0.97% among 55,000. AID 904;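 further: potency means the concentration at half of the fitted maximal effect; 0% = DMSO only and -100% = full killing by 100 µM tamoxifen; nearly all actives have a fitted effect of over 50% in size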
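Luminescent ATP signal reported cell survival after H1299 lines (neo, p53 null; or p53 A138V) received up to 46 uM compound and 24 hr incubation at 39C.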
NTMT1 inh = NTMT1 methyltransferase inhibition; AID 1645870; hit rate 2.5% among 59,000; Potency, µM (series often up to 114 µM), for inactives: at the top dose activity change, negative = inhibition, hits mostly inhibitors; NTMT1 MTase-Glo SAH luminescence, purified enzyme;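 further: potency means the concentration at half of the fitted maximal effect; plate controls were DMSO vehicle for no effect and no enzyme for full effect; nearly all actives have a fitted effect of over 65% in size; many of its hits are not listed in these tables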
* = called active by the depositor; u = inconclusive; x = no result given; [ ] = dose if it differs, or a comment. The call rests on the fitted dose curve; in most records, active means well fitted curve in the direction sought with a large enough effect; inconclusive means small, poorly fitted or top-dose-only effect, or another doubt; inactive means no such curve, though single readings can be large; an effect the other way counts as inactive or inconclusive. Only part of the results is shown; count on the stated rates, not on these rows.

The line under a structure holds: B2AR arrestin ag	TSG101-PTAP inh	GALK inh	FH mod	p53null 32C kill	p53null 39C kill	NTMT1 inh
> Cc1c(C(=O)N2CCCC2)oc2c1-c1nn(CC(=O)NCc3cccc(Br)c3)cc1CC2
 : u	-5.0%	0.8%	-18.1%	-0.9%	-33.0%	-26.7%
> Cc1nc2ccn(Cc3ccco3)c(=O)c2cc1C(=O)N1CCN(c2ccccc2F)CC1
 : -0.5%	-3.2%	-0.9%	x	0.5%	5.8%	x
> Cc1ccc(S(=O)(=O)NCC(c2ccc(N(C)C)cc2)N2CCOCC2)cc1 (stereo unspecified)
 : -0.2%	-2.8%	-0.3%	-3.9%	-3.9%	-0.3%	-0.6%
> Cc1c(Cl)cccc1NC(=O)CCS(=O)(=O)c1ccc2c(c1)oc(=O)n2C
 : -0.9%	-3.9%	-2.8%	u	-2.3%	1.8%	-13.4%
> CCOc1ccc(N2CC(NC(=O)c3ccc4c(c3)OCO4)CC2=O)cc1 (stereo unspecified)
 : -4.1%	-3.4%	-0.3%	3.5%	3.8%	-7.2%	17.0%
> Cc1ccc(C(=O)c2oc3ccccc3c2NC(=O)c2cc(-c3ccccc3)on2)cc1F
 : -0.9%	-2.9%	1.2%	4.2%	1.7%	-5.2%	-4.9%
> Cc1ccc(NC(=O)C2CCN(S(=O)(=O)c3ccc4c(c3)CCCN4C(=O)C3CCC3)CC2)cc1
 : 0.7%	0.5%	1.4%	-13.6%	13.7%	-3.2%	6.4%
> COc1cccc(OC)c1C(=O)NCCc1sc(-c2cccc(F)c2)nc1C
 : 1.2%	0.5%	3.7%	-23.7%	-9.9%	9.6%	-7.7%
> Cc1cc(NC(=O)CN2CCC(C)CC2)nc2c1c(=O)oc1ccccc12
 : 0.2%	-1.1%	1.2%	-7.8%	-4.3%	-23.1%	-6.3%
> Cc1ccc(NC(=O)[C@H](CSCc2ccccc2)N2Cc3ccccc3C2=O)cc1
 : 0.1%	-6.8%	-0.2%	-20.1%	-10.8%	-21.9%	u
> Cc1ccc(NC(=O)CN2C(=O)COc3ccc(S(=O)(=O)NC4CCCC4)cc32)c(Cl)c1
 : 1.8%	2.8%	0.2%	-11.1%	-1.2%	-6.5%	6.3%
> CCc1ccc2c(c1)c(=O)c(S(=O)(=O)c1ccccc1)cn2CC(=O)Nc1ccc(OC)cc1
 : 0.0%	-4.1%	7.1%	-14.2%	14.7%	-8.2%	12.0%
> CCOC(=O)Cn1c(=O)n(-c2ccccc2OC)c2nc(-c3ccccc3)nc(C(N)=O)c21
 : -0.9%	-1.8%	0.2%	u	-8.8%	-3.8%	5.5%
> Cc1cn2c(=O)cc(COc3ccc(NC(=O)COc4ccccc4)cc3)nc2s1
 : 0.2%	0.5%	-0.9%	-4.9%	31.5%[activator]	-5.3%	u
> COc1ccccc1NC(=O)Cn1c(=O)n(-c2cccc(C)c2)c(=O)c2c1c1cc(C)ccc1n2C
 : 2.5%	-4.0%	2.6%	2.1%	-5.9%	12.0%	3.9%
> CC1CN(C(=O)N2CCC(C(=O)NCc3ccccc3F)CC2)c2cc(Cl)ccc2O1 (stereo unspecified)
 : 0.4%	-5.0%	4.1%	-13.1%	34.5%[activator]	13.9%	4.4%
> O=C(NC1CCCC1)c1ccc(CSc2nc3ccncc3n2Cc2ccccc2F)cc1
 : -0.6%	-0.9%	-2.6%	0.5%	5.3%	-2.8%	5.8%
> CCC(C)NC(=O)c1nn(-c2ccc(C)cc2)c(=O)n(C)c1=O (stereo unspecified)
 : -0.8%	-2.0%	-2.2%	7.0%	-3.1%	-6.8%	-5.9%
> CC(=O)N1c2c(cc(Br)cc2S(=O)(=O)N2CCN(c3cc(C)ccc3C)CC2)CC1C (stereo unspecified)
 : 0.9%	-0.5%	0.0%	-21.3%	11.7%	10.4%	0.1%
> CCOc1ccc(OCC)c(NC(=O)c2cc(S(=O)(=O)N3CCc4ccccc43)cn2C)c1
 : -0.4%	0.8%	0.0%	-17.4%	2.5%	22.0%	4.4%

Continuation:
The line under a structure holds: B2AR arrestin ag	TSG101-PTAP inh	GALK inh	FH mod	p53null 32C kill	p53null 39C kill	NTMT1 inh
> Cc1nn(-c2cccc(Cl)c2)c2nc(-c3cccnc3)cc(C(F)(F)F)c12
 : -0.9%	-1.0%	6.9%	-0.9%	-6.7%	9.2%	-2.2%
> Cc1ccc(-n2c(C)cc(/C=C(\C#N)C(=O)Nc3ccc(C)c(C)c3)c2C)cc1
 : 0.2%	-8.5%	-0.4%	-7.8%	5.2%[9.22 µM]	-11.2%	4.0%
> CCC(Oc1ccccc1)C(=O)Nc1cc(-c2ccccc2OC)nn1-c1ccccc1 (stereo unspecified)
 : -0.3%	0.4%	3.6%	-19.9%	0.3%	0.4%	-2.9%
> Cc1nc2cccnc2n1C1CCN(S(=O)(=O)c2ccc(C(C)C)cc2)CC1
 : -0.4%	0.4%	-1.6%	-3.9%	29.3%	23.6%	-4.3%
> Cc1nn(C)c2c1c(-c1ccccc1)cc(=O)n2Cc1ccc(F)cc1
 : -0.3%	-3.5%	-1.4%	-27.3%	-14.8%	13.3%	0.1%
> CCCCN(CC)C(=O)c1nn(-c2ccc(OC)cc2)c(=O)c2c1c1ccccc1n2C
 : 9.4%	-1.1%	8.6%	-17.3%	45.9%[activator]	26.4%	1.8%
> CCOC(=O)C1CCN(C(=O)Cn2ncc3c4ccccc4n(Cc4ccccc4)c3c2=O)CC1
 : -1.1%	0.3%	6.0%	-13.9%	-4.3%	-11.6%	8.2%
> Cc1cc(O)c(C(c2ccc(Cl)cc2)N2CCN(c3ccccc3)CC2)c(=O)n1Cc1ccco1 (stereo unspecified)
 : -1.2%	-2.4%	-2.6%	-24.4%	7.8%	u	2.4%
> COc1cccc(CNC(=O)CCc2c(C)nc3c4c(C)cc(C)nc4nn3c2C)c1
 : -3.2%	-1.4%	-2.7%	-18.1%	-5.0%	-5.9%	10.4%
> CC(=O)Nc1ccc(S(=O)(=O)N2CCN(c3ccc(C)c(C)c3)CC2)cc1
 : 0.7%	0.2%	8.5%	-15.9%	-5.3%	-11.6%	-13.4%
> COc1ccc(/C=C/C(=O)Nc2sc3c(c2C(N)=O)CCC(C)C3)cc1OC (stereo unspecified)
 : -1.5%	-1.1%	1.3%	0.0%	-2.5%	-3.2%	1.7%
> COc1cccc(N2CC(NC(=O)c3ccco3)CC2=O)c1 (stereo unspecified)
 : -2.9%	-2.8%	-1.3%	-0.2%	2.4%	34.4%[activator]	2.5%
> Cc1ccc(-n2cc(-c3ccccc3)nc2S(=O)(=O)CC(=O)Nc2ccc(F)cc2)cc1
 : -0.1%	8.0%	2.3%	u	-4.9%	15.7%	-0.9%
> Cc1ccc2oc(C(=O)Nc3ccc(S(=O)(=O)Nc4onc(C)c4C)cc3)cc(=O)c2c1
 : -1.0%	-6.3%	-12.9%	-6.9%	5.0%	19.5%	9.1%
> Cc1ccc(C)c(OCCOCCn2c(-c3ccc(Br)cc3)nc3ccccc3c2=O)c1C
 : 1.2%	-0.3%	0.6%	x	-3.9%	9.9%	x
> CC1=C(C(=O)Nc2ccc(C)cc2C)C(c2ccc(O)cc2)n2nnnc2N1 (stereo unspecified)
 : 6.0%	0.0%	-0.2%	1.6%	-6.7%	7.9%	4.1%
> N#Cc1cc2c(=O)n3ccccc3nc2n(-c2nnc(SCc3ccccc3Cl)s2)c1=O
 : -3.7%	2.1%	8.2%	0.4%	-0.3%	1.4%	11.3%
> Cc1oc(-c2ccccc2Cl)nc1CSc1nncn2c1cc1occc12
 : 0.9%	-0.8%	-5.4%	-1.6%	0.3%	u	-9.9%
> O=C(NC1CCCC1)c1ccc(CSc2nc3cccnc3n2Cc2ccc(F)cc2)cc1
 : 0.5%	-0.4%	1.6%	7.0%	-8.4%	4.8%	7.4%
> COc1cc(NC(=O)CCn2nc(C)c(S(=O)(=O)N3CCCCC3)c2C)cc(OC)c1OC
 : -1.1%	-6.7%	-5.0%	-15.3%	-2.1%	-10.6%	4.7%

Next section
The line under a structure holds: B2AR arrestin ag	TSG101-PTAP inh	GALK inh	FH mod	p53null 32C kill	p53null 39C kill	NTMT1 inh
> CCOC(=O)c1c(C)[nH]c(CCC(=O)Nc2cc(Cl)ccc2OC)c1C
 : -0.6%	-4.9%	1.6%	-20.9%	6.5%	-23.6%	-5.2%
> Cc1nn(C)c2c1c(-c1ccccc1)cc(=O)n2Cc1ccc(Cl)cc1
 : -0.1%	-4.4%	-1.6%	-7.0%	-9.5%	10.9%	7.5%
> CSc1nc2sc3c(c2c(=O)n1-c1ccccc1C)CCCC3
 : u	-1.5%	-1.3%	-33.9%	29.5%	21.9%	3.5%
> COc1cc(NS(=O)(=O)c2cc3[nH]c(=O)[nH]c3cc2C)cc(OC)c1OC
 : 1.5%	2.2%	0.3%	-9.2%	-1.1%	0.7%	-3.1%
> COc1ccc(CNC(=O)c2ccc3c(c2)N(Cc2ccccc2F)C(=O)c2ccccc2S3=O)cc1 (stereo unspecified)
 : -2.1%	-6.5%	0.0%	-15.6%	1.2%	-8.2%	10.3%
> CC(C)Cn1c(=O)c2ccccc2n2c(CCC(=O)N3CCN(c4ccccc4)CC3)nnc12
 : -0.9%	-2.3%	4.9%	-15.3%	2.1%	-3.1%	-2.6%
> COc1ccc(C(=O)Nc2ccc3c(c2)N(C)C(=O)c2ccccc2S3)cc1OC
 : -2.2%	-3.1%	-7.4%	-25.1%	-4.6%	13.1%	-5.7%
> CCOc1ccc(Nc2oc(-c3ccc(COc4ccc(OC)cc4)o3)nc2C#N)cc1
 : -4.3%	1.3%	5.3%	-12.0%	-6.4%	22.2%	12.6%
> COc1cc(CNC(=O)CSCc2nc3cccnc3n2C2CCCCC2)cc(OC)c1OC
 : -1.0%	1.0%	-0.7%	-17.6%	-7.6%	5.7%	4.3%
> CN(C)CCNC(=O)Cc1ccc(NC(=O)N2CCCCc3ccccc32)cc1
 : -0.5%	-5.6%	-0.1%	u	0.3%	-5.8%	u
> CCc1ccc(NC(=O)CCNS(=O)(=O)c2ccc3c(c2)oc(=O)n3C)cc1
 : 0.3%	2.3%	-1.6%	-8.8%	2.6%	-10.9%	3.5%
> O=C(c1ccc2c(c1)N(Cc1c(F)cccc1Cl)C(=O)c1ccccc1S2)N1CCCC1
 : 6.4%	-1.1%	-2.4%	-25.6%	22.7%	17.0%	-3.0%
> Cc1nn(-c2ccc(N3CCCC3)nn2)c(C)c1CCC(=O)Nc1ccc(F)c(Cl)c1
 : 0.6%	-17.4%	-3.2%	x	-13.5%	-22.6%	x

One compound at a time, as listed above. Order of values: B2AR arrestin ag	TSG101-PTAP inh	GALK inh	FH mod	p53null 32C kill	p53null 39C kill	NTMT1 inh
Listed for `COc1ccc(C(=O)Nc2ccc3c(c2)N(C)C(=O)c2ccccc2S3)cc1OC` = -2.2%	-3.1%	-7.4%	-25.1%	-4.6%	13.1%	-5.7%
Listed for `CSc1nc2sc3c(c2c(=O)n1-c1ccccc1C)CCCC3` = u	-1.5%	-1.3%	-33.9%	29.5%	21.9%	3.5%
